Source: PubChem BioAssay
S1P4 antag = antagonists of human S1P4 receptor; O95977; S1P4-expressing cells, antagonist mode, reporter read-out; inhibition, % at 4.98 µM; 220,000 compounds, 0.26% hits; AID 1510; in the data active = inhibition above about 29%;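 note: 0% = wells stimulated with agonist and 100% = vehicle wells without agonist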
Target sequence (O95977 whole entry, looked up): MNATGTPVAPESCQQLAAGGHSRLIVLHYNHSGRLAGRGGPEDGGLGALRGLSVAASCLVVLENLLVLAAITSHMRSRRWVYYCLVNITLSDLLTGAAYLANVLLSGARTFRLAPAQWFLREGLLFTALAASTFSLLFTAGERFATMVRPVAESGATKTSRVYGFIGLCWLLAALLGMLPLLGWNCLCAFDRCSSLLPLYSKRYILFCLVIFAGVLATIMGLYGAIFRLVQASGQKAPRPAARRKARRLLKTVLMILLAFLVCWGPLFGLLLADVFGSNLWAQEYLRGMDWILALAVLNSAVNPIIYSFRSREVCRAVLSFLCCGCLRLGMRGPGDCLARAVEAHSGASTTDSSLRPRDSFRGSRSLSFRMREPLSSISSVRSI
NPY2 pot ag = potentiates or activates human NPY-Y2 receptor; P49146; cells expressing NPY-Y2, potentiator/agonist read-out; activation, % at 3.6 µM; 220,000 compounds, 0.45% hits; AID 1359; in the data active = activation above about 27%;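 note: cells stimulated with NPY near EC25 plus isoproterenol at EC100; 0% = vehicle plus submaximal agonist and 100% = vehicle plus saturating agonist; some results beyond the cut were filed as inactive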
NPY-Y1 antag = blocks the human neuropeptide Y Y1 receptor | HEK293-CNG Y1 cells, membrane potential fluorescence; NPY at EC95, then isoproterenol | inhibition, % at 3.6 µM | 200,000 compounds, 1% hits | AID 1040;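 active = inhibition above the campaign mean inhibition of all tested compounds plus 3 SD, cut at about 20% in these data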;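 note: 0% = DMSO wells given NPY plus isoproterenol and 100% = isoproterenol alone without NPY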
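Material: HEK293 Y1/CNG channel cell line; also added: NPY (25 nM), isoproterenol (1 µM), Ro 20-1724 (25 µM); doses: one concentration, 3.6 µM, in 0.4% DMSO; schedule: compound incubation 1 h at room temperature, readout 45 min post-stimulation; technique: membrane potential fluorescence; measure: fluorescence ratio normalized to % inhibition between controls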
TRPML3 ag = human mucolipin-3 channel agonism; AID 1448; activation, % at 3 µM; HEK293 TRPML3-YFP, Fluo-8 calcium fluorescence; 100% = the carbachol control signal; 220,000 compounds, 0.29% hits;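 active = activation above its plate's cutoff, the mean activation of the plate's test wells plus 3 SD, cut at about 12% in these data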;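 note: 0% = DMSO only wells and 100% = carbachol wells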
Target sequence (Q8TDD5 whole entry, looked up): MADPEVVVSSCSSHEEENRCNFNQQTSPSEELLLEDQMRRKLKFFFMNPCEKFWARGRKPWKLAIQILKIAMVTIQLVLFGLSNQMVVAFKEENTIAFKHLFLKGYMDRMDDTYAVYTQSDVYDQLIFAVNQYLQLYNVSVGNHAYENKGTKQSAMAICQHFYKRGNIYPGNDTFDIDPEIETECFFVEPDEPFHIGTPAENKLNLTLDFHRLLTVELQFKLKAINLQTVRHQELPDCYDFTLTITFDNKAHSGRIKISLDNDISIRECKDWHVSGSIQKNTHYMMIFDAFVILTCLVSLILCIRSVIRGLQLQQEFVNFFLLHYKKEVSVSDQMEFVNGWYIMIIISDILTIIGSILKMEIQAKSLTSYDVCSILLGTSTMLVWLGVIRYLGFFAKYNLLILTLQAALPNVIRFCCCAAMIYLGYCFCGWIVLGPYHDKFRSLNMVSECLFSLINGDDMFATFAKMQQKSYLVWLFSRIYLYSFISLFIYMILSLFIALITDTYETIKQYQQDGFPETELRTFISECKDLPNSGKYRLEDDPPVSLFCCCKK
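Test system – HEK293 line with stable expression of human TRPML3-YFP channel · Control set – carbachol 87 µM final as high control (100%), DMSO as low control (0%) · Signal – Fluo-8 calcium dye fluorescence, ex 470-495, em 515-575 nm · Incubation – 1-h 37 °C dye load, 5-s basal, 120-s post-compound reads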
NPY-Y1 PAM-ag = potentiates or activates human NPY-Y1 receptor. P25929. NPY-Y1 expressing cells, potentiator/agonist activation. activation, % at 3.6 µM. 220,000 compounds, 0.37% hits. AID 1304; in the data active = activation above about 33%, passing the limit was not always enough;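 note: cells stimulated with NPY at EC10 then isoproterenol at EC100; 0% = low agonist plus stimulus and 100% = saturating agonist plus stimulus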
S1P4 ag = human S1P4 receptor agonism; S1P4-expressing cell line, agonist reporter assay; AID 1509; O95977; 220,000 compounds, 0.35% hits; activation, % at 4.98 µM; in the data active = activation above about 11%;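 note: 0% = DMSO vehicle and 100% = reference agonist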
CHOP inhibitor = inhibitors of CHOP induction in ER stress response. CHO-K1 CHOP-promoter luciferase, tunicamycin-induced, 15-18 h. inhibition, % at 10 µM. 220,000 compounds, 3.8% hits;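 active = compounds that reduced the stress-induced luciferase reporter signal by more than about 70% of percent inhibition, limit read from the data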;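 note: 0% = tunicamycin plus vehicle and 100% = wells without tunicamycin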
zfTRPN1 agonist = agonists of zebrafish TRPN1 channel; activation, % at 3 µM; HEK293 zebrafish TRPN1-YFP, Fluo-8 calcium fluorescence; 100% = response to 87 µM carbachol; 220,000 compounds, 0.18% hits;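 active = activation above its plate's cutoff, the mean activation of test wells on that plate plus 3 SD, cut at about 19% in these data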;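 note: 0% = DMSO alone and 100% = 87 µM carbachol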
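Assay system: Zebrafish TRPN1-YFP in HEK293 cells | Incubation: Dye loading 1 h at 37 °C, then 30 min room temperature | Measured by: Kinetic Fluo-8 fluorescence, ex 470-495, em 515-575 nm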
EP2 modulator = modulators of human EP2 prostaglandin E2 receptor | EP2-expressing cells, cAMP HTRF FRET, PGE2 co-stimulation | 260,000 compounds, 0.83% hits | induction, % at 25 µM;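 active = compounds whose cAMP rise, as percent of the full-agonist control response, exceeds 60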;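 note: rat C6 glioma line stably carrying human EP2 under a CMV promoter; the protocol text gives 20 µM as final concentration; 100% = response of wells given 1 µM PGE2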
* hit, by the source's call; · = not tested or not shown; & = joins results of further samples.

Value order – S1P4 antag	NPY2 pot ag	NPY-Y1 antag	TRPML3 ag	NPY-Y1 PAM-ag	S1P4 ag	CHOP inhibitor	zfTRPN1 agonist	EP2 modulator
(1) Cc1cccc(-n2nc3c(c2NC(=O)c2ccc(Br)o2)CSC3)c1
→ 1	-4	3	0.5	-11	1.3	35	-1.7	50
(2) Cc1cc2ncn(-c3ncnc4sc(C)c(C)c34)c2cc1C
→ -7	-10	5	0.0	-18	-0.2	28	0.2	11
(3) COC(=O)c1[nH]c(C)c(/C(O)=C2\C(=O)C(=O)N(CCN(C)C)C2c2ccccc2OC)c1C (stereo not given)
→ -20	3	-3	0.4	4	0.4	-9	1.1	29
(4) O=C(NCc1cccs1)Nc1cccc(Cl)c1
→ -5	0	-5	0.7	-9	0.7	·	2.0	·
(5) O=[N+]([O-])C1=CC=C2C(=NC3(CCCCC3)N2O)C1=NCCO
→ -8	6	-2	-0.7	19	0.7	-4	-0.2	7
(6) CCN(CC)C(=O)c1cc2c(=O)c3cc(F)ccc3oc2nc1C
→ -7	-3	6	0.7	9	-1.0	-14	0.2	24
(7) Cc1[nH]c2ccccc2c1/C=N/Nc1nc(N2CCCCC2)nc(N2CCCCC2)n1
→ -21	-2	0	0.9	18	0.3	66	0.2	-30
(8) O=C(Nc1cnc2sc3c(n2c1=O)CCCC3)c1ccc(F)cc1
→ 1	-6	0	0.3	-26	-0.9	32	1.3	8
(9) CN(C)CCCNC(=S)Nc1ccc(-c2ccccc2)cc1
→ 1	-7	·	1.8	9	0.4	-1	2.6	-29
(10) Cc1cccc(-n2nnnc2SCC(=O)c2cc(C)n(Cc3ccco3)c2C)c1
→ -18	-14	17	0.0	-17	0.4	6	-0.7	4
(11) Cn1c(-c2ccc3c(c2)OCO3)cnc1N
→ -9	21	-4	0.1	2	2.0	7	-0.3	4
(12) COC(=O)CSc1nnc(-c2ccc(OC)cc2OC)o1
→ -3	50*	-5	-0.1	5	-0.4	6	0.6	10&2
(13) CC1(C)C2CCC(C2)C1C/C=N/NC(N)=S (stereo not given)
→ 0	5	·	0.6	-10	0.3	15	-0.1	-4
(14) COc1cc(-c2nc3cnccc3n2C)cc(OC)c1OC
→ -8	-5	11	1.0	6	0.2	9	-0.4	3
(15) COc1cc(C2=NOC(C(=O)NCc3cccs3)C2)cc(OC)c1OC (stereo not given)
→ -9	-2	5	0.4	-13	-5.1	·	-1.1	-5
(16) COc1ccc([N+](=O)[O-])cc1-n1cccc1
→ -22	9	1	0.4	-1	-1.8	25	0.3	7
(17) CCOC(=O)C1=NN(c2ccc(C)cc2)C2(S1)SC(C(C)=O)=C(C)N2c1ccccc1 (stereo not given)
→ -1	-2	13	-0.1	-10	0.4	-35	-1.3	74*
(18) Cn1c(=O)oc2cc(S(=O)(=O)N3CCCC(C(=O)NCc4cccs4)C3)ccc21 (stereo not given)
→ -14	-5	-7	0.5	-7	-3.2	11	-0.5	1
(19) CCOC(=O)c1sc(C)nc1C1CCN(C(=O)OCC)CC1
→ 7	13	1	0.8	-4	-0.3	32	-0.2	16
(20) N#CC(C#N)=C1NC2(CCCC2)Cc2ccccc21
→ -32	5	2	0.2	-6	2.1	18	-1.2	19
(21) COc1ccc(CN2CCC(C(=O)N3CCCC(C)C3)CC2)cc1OC (stereo not given)
→ 2	-6	-2	1.6	-8	1.0	-7	0.0	33
(22) O=C(N/N=C/C(Br)=C/c1ccccc1)C(O)c1ccccc1 (stereo not given)
→ 7	7	·	-0.9	-4	-0.6	-26	-0.2	-40
(23) COc1cc(/C=C(\C#N)c2nc3ccccc3o2)ccc1O
→ 3	-34	·	16*	9	-1.3	13	66*	-29
(24) O=C(NCC1(N2CCOCC2)CCCCC1)c1ccc(Cl)c(S(=O)(=O)NCc2ccco2)c1
→ 8	0	-6	0.2	-28	1.4	14	1.1	26
(25) COC(=O)C1C(=O)c2c([nH]c(C(=O)OC3CCCC3)c2C)CC1C (stereo not given)
→ 3	-33	14	0.3	-28	-0.2	16	1.5	-14
(26) Cc1c(Cl)cccc1NC(=O)COc1ccc(S(=O)(=O)N2CCOCC2)cc1
→ -4	3	1	0.2	14	1.1	2	-1.1	-47
(27) Cn1c(=O)c2ncn(CC(=O)NCCC3=CCCCC3)c2n(C)c1=O
→ -23	-7	-4	1.1	-18	1.2	29	-0.1	-9
(28) Cc1nc2nc(SCC(=O)N3CCOCC3)nn2c(C)c1Cc1ccccc1
→ -3	-21	9	0.4	-35	2.7	65	0.9	14
(29) CCOC(=O)c1cnc(SCC(=O)N2CCC(C(N)=O)CC2)nc1N
→ 5	3	0	0.5	-1	1.0	-15	1.5	9
(30) CCC(CC)C(=O)Nc1cccc(C(=O)Nc2ccc(S(=O)(=O)Nc3ccc(C)cc3)cc2)c1
→ -14	18	-10	1.3	38	0.2	6	3.3	-7
(31) O=S(=O)(N1CCCCC1)n1nnc2ccccc21
→ -6	1	0	1.7	6	-3.4	1	-0.3	20
(32) CCCCc1ccc(NC(=O)c2ccc(N(C)S(C)(=O)=O)cc2)cc1
→ -15	-12	·	3.2	-23	-0.8	-22	13	-25
(33) Cc1ccc(S(=O)(=O)Nc2nc3ccccc3nc2NCC2CCCO2)cc1 (stereo not given)
→ -28	1	·	-0.7	1	1.0	16	-1.3	6
(34) O=C1CC(N2CCN(c3ccc(C(=O)c4ccc(F)cc4)cc3)CC2)C(=O)N1 (stereo not given)
→ -7	-1	-2	1.1	8	5.2	22	2.7	-6
(35) CN=C1SC(CC(=O)Nc2ccc(C(=O)O)cc2)C(=O)N1C (stereo not given)
→ 4	7	-3	1.1	9	3.8	-3	-0.6	-15
(36) N#CCCn1cc(/C=N/O)c(-c2ccc(F)cc2)n1
→ -3	14	-3	0.5	12	-0.8	22	0.3	-5
(37) CCN(CC)C(=O)CSc1nnc(-c2cccc(OC)c2)o1
→ -10	15	-3	1.0	11	0.0	25	0.1	10&-7
(38) O=C(NNc1ccc(C2CCCCC2)cc1)C(O)(c1ccccc1)c1cccs1 (stereo not given)
→ -5	18	-2	0.0	13	1.1	106*	-1.4	58
(39) O=C(c1ccco1)N1CCN(Cc2ccc(Cl)cc2)CC1
→ -5	4	-12	1.2	-2	-2.9	5	1.2	6
(40) CCOC(=O)c1[nH]c(C)c(/C(O)=C2\C(=O)C(=O)N(CCCN3CCOCC3)C2c2cccnc2)c1C (stereo not given)
→ -15	0	-2	0.2	10	0.9	-10	0.1	-5
(41) O=C(Nc1ccccc1C(F)(F)F)c1ccccn1
→ -14	-7	3	0.3	-4	-0.2	10	0.1	25
(42) COc1ccc(N2CCN(C(=O)CCS(=O)(=O)c3cccc4nsnc34)CC2)cc1
→ -21	-11	-2	0.6	22	-1.8	-2	2.7	9
(43) COc1cc(/C=C2\SC(=O)N(c3ccc(O)cc3)C2=O)cc(OC)c1OC
→ -19	4	·	0.7	2	2.7	18	0.2	31
(44) Cc1onc(-c2c(Cl)cccc2Cl)c1/C(N)=N/OC(=O)C(C)(C)C
→ 6	-1	·	-0.4	16	1.7	23	-0.4	-23
(45) CCCN(CCC)S(=O)(=O)c1ccc(C(=O)O)cc1
→ -3	13	0	0.8	-15	0.8	-1	0.8	33&14
(46) O=S(=O)(Oc1ccc(Cl)cc1)c1cccc2cccnc12
→ 9	13	·	-0.6	7	1.1	10	-1.5	-23
(47) CCOC(=O)Nc1ccccc1C(=O)N1CCOCC1
→ 5	-8	-1	-0.1	-29	-0.9	2	0.6	11
(48) CCCCC(=O)Nc1ccnc(-c2cccnc2)n1
→ -7	-20	5	0.6	-4	0.3	28	0.6	-54
(49) O=C(Cn1cnc2ccccc21)NCc1ccccc1
→ 15	-3	3	0.3	-7	2.6	20	0.9	8
(50) COc1ccc(N(CC(=O)N/N=C/c2ccc(OC3CSC3)cc2)S(=O)(=O)c2ccccc2)cc1
→ -11	8	0	0.9	17	2.8	30	0.6	36
(51) Cc1cccc(-c2cc3nc4c(c(N5CCOCC5)n3n2)CCCC4)c1
→ -16	-15	6	-0.5	-33	-2.1	20	-0.9	61*
(52) O=[N+]([O-])c1cc(C(F)(F)F)ccc1NCCCCNS(=O)(=O)c1ccc(Cl)cc1
→ -11	-1	-1	0.5	3	-0.6	47	2.1	-10
(53) O=C(/C=C/c1cccs1)N1CCc2ccccc21
→ -3	-4	1	-0.6	9	-0.3	56	-1.3	14
(54) Cc1ccc(-c2ccc(=O)n(CC(=O)NCCN3CCCCC3C)n2)cc1 (stereo not given)
→ -12	0	3	-0.3	-10	-1.1	9	1.4	17
(55) COc1ccc(CNCCC(c2ccc(F)cc2)c2ccc(OC(C)C)cc2)cc1OC (stereo not given)
→ 20	-33	·	0.9	6	-1.0	82*	2.3	-20
(56) COc1ccc(-c2cc(C(=O)Nc3ccc(C(N)=O)cc3)c3ccccc3n2)cc1OC
→ 7	-9	2	0.8	-20	0.3	24	3.4	-33
(57) CC1(C)CC(N2CN(C3CCCCC3)CC2=O)CC(C)(C)N1
→ 1	10	0	1.1	13	0.1	15	0.8	15
(58) Cc1cc(C)cc(NC(=S)N2CCN(c3ncc(C(F)(F)F)cc3Cl)CC2)c1
→ 9	2	·	0.6	-18	0.9	14	0.9	13
(59) O=C(Nc1nncs1)c1ccccc1NS(=O)(=O)c1cccs1
→ 7	-3	8	0.6	2	-1.0	26	-0.5	7
(60) CCOc1ncccc1C(=O)OCC(=O)c1cc(OC)ccc1OC
→ 7	-7	2	-0.9	6	3.7	8	-2.0	-15

Further records follow:
Value order – S1P4 antag	NPY2 pot ag	NPY-Y1 antag	TRPML3 ag	NPY-Y1 PAM-ag	S1P4 ag	CHOP inhibitor	zfTRPN1 agonist	EP2 modulator
(61) O=C(NCCCNCc1ccccc1)c1ccc(/C=N/O)nc1
→ 5	5	7	0.4	6	-0.4	12	1.2	2
(62) O=C(O)C1C2C=CC(C2)C1C(=O)NCc1ccco1 (stereo not given)
→ -13	3	-2	0.4	4	1.9	18	-0.9	29
(63) COc1ccc(NC(C)C(=O)Nc2cc(C(F)(F)F)ccc2N2CCOCC2)c(OC)c1 (stereo not given)
→ -10	21	4	0.2	23	2.0	69	-0.7	38
(64) C=CCN(CC=C)CCCOc1ccc(C)cc1OC
→ 2	7	5	0.7	-19	-0.8	12	-0.9	29
(65) COc1cccc(NC(=S)NN2CCN(C)CC2)c1
→ -11	-3	9	0.9	-11	2.4	-6	2.2	2

Exported with one line to a screen: part of the list above
[64] C=CCN(CC=C)CCCOc1ccc(C)cc1OC
[62] O=C(O)C1C2C=CC(C2)C1C(=O)NCc1ccco1 (stereo not given)
[61] O=C(NCCCNCc1ccccc1)c1ccc(/C=N/O)nc1
[65] COc1cccc(NC(=S)NN2CCN(C)CC2)c1
screen / no.,64,62,61,65
S1P4 antag,2,-13,5,-11
NPY2 pot ag,7,3,5,-3
NPY-Y1 antag,5,-2,7,9
TRPML3 ag,0.7,0.4,0.4,0.9
NPY-Y1 PAM-ag,-19,4,6,-11
S1P4 ag,-0.8,1.9,-0.4,2.4
CHOP inhibitor,12,18,12,-6
zfTRPN1 agonist,-0.9,-0.9,1.2,2.2
EP2 modulator,29,29,2,2
